Bioassay records: PubChem, National Center for Advancing Translational Sciences (NCATS)
Tb PGK inh – qHTS Assay to Find Inhibitors of Phosphoglycerate Kinase | PGK/GAPDH coupled, Kinase-Glo luminescence, 60 min | Potency, µM (top dose mostly 57.5 µM), for the others: top-dose activity change, negative = inhibition, hits mostly inhibitors | actives 0.043% (n = 380,000); note: % is set by controls: 0 for no effect and ±100 for the full control effect; nearly all actives have a fitted effect of over 60% in size
Target sequence (P07378 whole entry, looked up): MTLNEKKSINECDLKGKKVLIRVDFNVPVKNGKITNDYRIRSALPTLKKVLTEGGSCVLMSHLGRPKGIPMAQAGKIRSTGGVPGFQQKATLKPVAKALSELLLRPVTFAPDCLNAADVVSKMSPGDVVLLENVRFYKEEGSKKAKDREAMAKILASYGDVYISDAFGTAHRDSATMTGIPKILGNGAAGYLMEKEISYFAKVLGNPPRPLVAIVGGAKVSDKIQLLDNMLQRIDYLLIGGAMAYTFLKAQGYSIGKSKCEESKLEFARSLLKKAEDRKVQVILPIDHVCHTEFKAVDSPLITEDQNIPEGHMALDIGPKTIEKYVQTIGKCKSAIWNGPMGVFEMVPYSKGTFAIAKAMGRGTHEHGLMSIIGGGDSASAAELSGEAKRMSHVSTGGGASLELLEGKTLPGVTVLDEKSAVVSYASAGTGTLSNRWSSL
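Recombinant glycosomal PGK reaction used 1,3-bisphosphoglycerate generated in-well by GAPDH (100nM final) in 100mM TEA pH 7.6, 5mM MgCl2, 0.01% Tween-20. After 60 minutes at room temperature, ATP was read by Kinase-Glo Plus luminescence end-point.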
ALOX12 inh – Primary qHTS assay for inhibitors of human arachidonate 12S-lipoxygenase (ALOX12): Round 2. Polyunsaturated fatty acid lipoxygenase ALOX12 (Homo sapiens), P18054. purified 12hLO, xylenol orange hydroperoxide absorbance. Potency, µM (titrated, usually from 108 µM), for the others: at the top dose activity change, negative = inhibition, usual class: inhibitors. actives 1.1% (n = 580,000). AID 1671190, 2021; note: % is set by controls: 0 for no effect and ±100 for the full control effect
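Hydroperoxide product was detected by ferrous iron/xylenol orange as the 573 to 405 nm absorbance ratio. Arachidonic acid at 40 uM (final) was turned over for 30 min at room temperature by 150 nM human 12hLO, pH 7.0 Hepes buffer, after 15 min compound preincubation.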
ERG-DNA inh – qHTS for Small Molecule Inhibitors of the ERG Ets/DNA interaction; fluorescence polarization, His-ERG Ets domain / labelled DNA; actives 0.028% (n = 370,000); Transcriptional regulator ERG (Homo sapiens), P11308; Potency, µM (titrated, usually from 76.9 µM), for the others: at the top dose FP activity, negative = inhibition, hits mostly inhibitors; active = well fitted inhibition curve with a large enough effect in the polarisation, with a control signal flat; inconclusive = small, poorly fitted or top-dose-only effect, or effect the other way, or a change in a side signal; inactive = no such curve, though single readings can be large or run the other way; the % refers to the polarisation;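 note: polarization taken with two DNA probes labelled with fluorescein and Texas red; % of control where 0% means no effect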
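His-tagged ERG Ets domain (1 uM in the protein solution; 300mM KCl, 50mM Tris-HCl, 1mM EDTA, 1mM DTT, pH 7.5) received compound, then a probe mix of 5 nM fluorescein-DNA and 100nM Texas-615-DNA. Fluorescence polarization was read for both dyes.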
HP1b chromo inh – HTS for Inhibitors of HP1-beta Chromodomain Interactions with Methylated Histone Tails; Chromobox protein homolog 1 (Homo sapiens), P83916; AlphaScreen HP1-beta / biotin-H3K9me3 peptide binding; Potency, µM (highest dose often 114 µM), inactives show at the top dose activity change, negative = inhibition, actives largely listed as inhibitors; actives 0.56% (n = 390,000); AID 540317, 2011; note: nearly all actives have a fitted effect of over 70% in size; inactives centre near 23
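Compound inhibition of the preformed complex between 50 nM HP1-beta and 50 nM biotinylated H3K9me3 peptide was read by AlphaScreen. Buffer was PBS pH 7.4 with 0.01% Tween-20. Incubations ran 30 min at room temperature, with 10 ug/mL donor/acceptor beads.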
rTrxR1 inhibitor – qHTS Assay for Inhibitors of Mammalian Selenoprotein Thioredoxin Reductase 1 (TrxR1): qHTS; Thioredoxin reductase 1, cytoplasmic (Rattus norvegicus), O89049; recombinant rTrxR1, NADPH fluorescence consumption, selenite substrate; Potency, µM (doses to about 114 µM), for the others: at the top dose activity change, negative = inhibition, hits mostly inhibitors; actives 1% (n = 390,000); AID 588453, 2011; note: % is set by controls: 0 for no effect and ±100 for the full control effect; nearly all actives have a fitted effect of over 65% in size
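Rat TrxR1 (90 nM in the dispensed reagent) was pre-reduced with 400 uM NADPH for 5 min at room temperature, then incubated with compound for 15 min. After 400 uM selenite was added, NADPH fluorescence (Ex 340/Em 450 nm) was followed for 8 min.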
GLS inhibitor – qHTS for Inhibitors of Glutaminase (GLS); Potency, µM (series often up to 45.5 µM), inactives show top-dose activity change, negative = inhibition, actives largely listed as inhibitors; actives 0.21% (n = 410,000); Glutaminase kidney isoform, mitochondrial (Homo sapiens), O94925; GLS enzymatic activity, qHTS titration; note: % is set by controls: 0 for no effect and ±100 for the full control effect
Target sequence (O94925 whole entry, looked up, canonical isoform): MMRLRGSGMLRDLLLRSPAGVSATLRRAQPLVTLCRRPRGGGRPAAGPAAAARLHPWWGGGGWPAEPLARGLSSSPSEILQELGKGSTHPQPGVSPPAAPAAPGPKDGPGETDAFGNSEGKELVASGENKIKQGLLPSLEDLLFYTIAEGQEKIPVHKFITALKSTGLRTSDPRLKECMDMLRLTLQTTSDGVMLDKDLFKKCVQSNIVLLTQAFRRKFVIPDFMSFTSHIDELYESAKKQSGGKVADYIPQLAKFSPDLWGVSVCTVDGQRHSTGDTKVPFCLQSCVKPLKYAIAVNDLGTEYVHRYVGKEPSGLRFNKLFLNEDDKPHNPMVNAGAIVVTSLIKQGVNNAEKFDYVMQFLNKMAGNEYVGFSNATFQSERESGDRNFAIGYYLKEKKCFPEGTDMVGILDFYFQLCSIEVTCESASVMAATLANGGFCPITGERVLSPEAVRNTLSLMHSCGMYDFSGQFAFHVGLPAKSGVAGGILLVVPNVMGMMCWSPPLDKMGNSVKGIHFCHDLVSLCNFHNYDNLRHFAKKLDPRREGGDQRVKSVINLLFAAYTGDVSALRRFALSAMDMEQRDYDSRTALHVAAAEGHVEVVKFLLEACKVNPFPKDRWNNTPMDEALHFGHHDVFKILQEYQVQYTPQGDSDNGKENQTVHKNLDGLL
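Two-point fluorescence kinetic (t0, 30 min RT) for hKGA; glutamate detected via glutamate oxidase–HRP–Amplex Red. Substrate: 1 mM L-glutamine solution; buffer 45 mM KH2PO4, pH 8.2.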
Pin1 inh – qHTS Assay to Find Inhibitors of Pin1 | AID 504891, 2011 | actives 0.009% (n = 390,000) | Peptidyl-prolyl cis-trans isomerase NIMA-interacting 1 (Homo sapiens), Q13526 | Pin1 FP peptide displacement, HiFluor488, 10 min | Potency, µM (titrated, usually from 115 µM), for the others: top-dose activity, negative = inhibition, actives largely listed as inhibitors; active = well fitted inhibition curve with a large enough effect in the polarisation, with a control signal flat, not every such curve was filed as active; inconclusive = small, poorly fitted or top-dose-only effect, or effect the other way, or a change in a side signal; inactive = no such curve, though single readings can be large or run the other way; the % refers to the polarisation; note: % is set by controls: 0 for no effect and ±100 for the full control effect
JMJD2A Tudor inh – qHTS Assay for Inhibitors of JMJD2A-Tudor Domain; Lysine-specific demethylase 4A (Homo sapiens), O75164; actives 4.4% (n = 390,000); AID 504339, 2011; Potency, µM (titrated, usually from 114 µM), for the others: top-dose activity change, negative = inhibition, actives largely listed as inhibitors; AlphaScreen JMJD2A-Tudor / H3K4me3 peptide binding; note: % is set by controls: 0 for no effect and ±100 for the full control effect; nearly all actives have a fitted effect of over 50% in size
RGS4 inhibitor – Inhibitors of Regulator of G Protein Signaling (RGS) 4: qHTS; Potency, µM (doses to about 114 µM), without a hit: at the top dose activity change, negative = inhibition, usual class: inhibitors; actives 0.039% (n = 390,000); Regulator of G-protein signaling 4 (Homo sapiens), P49798; AID 504845, 2011; Transcreener GDP fluorescence polarization, RGS4-accelerated GTP hydrolysis; note: % is set by controls: 0 for no effect and ±100 for the full control effect; nearly all actives have a fitted effect of over 75% in size; some results filed as inactive show a strong effect at the top dose
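MLSMR compounds (23 nl, pin-transferred) preincubated 10 min at room temperature with a 500nM (2x) first reagent, then RGS4 at 900nM (2x) plus Transcreener GDP mix added; fluorescence polarization (620/688 nm) read before and after 90 min at 30 °C.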
Starred values were filed as active, the others as inactive; i = inactive; ? = inconclusive; / = no result given; & = joins results of further samples; [ ] = another dose, or the depositor's remark. Unless noted, calls come from the whole dose curve; as a rule, active = well fitted curve in the direction sought with a large enough effect; inconclusive = small, poorly fitted or top-dose-only effect, or another doubt; inactive = no such curve, though single readings can be large; an effect the other way counts as inactive or inconclusive. Potency is the fitted concentration of half-maximal effect. A portion of the library; rates above refer to the full screens.

entry	smiles	Tb PGK inh	ALOX12 inh	ERG-DNA inh	HP1b chromo inh	rTrxR1 inhibitor	GLS inhibitor	Pin1 inh	JMJD2A Tudor inh	RGS4 inhibitor
1	Cc1ccc(C(C(=O)NCc2ccco2)N(Cc2ccco2)C(=O)CNC(=O)c2ccco2)cc1 (centres undefined)	-1%	?	-3%	?	8%[57.1 µM]	-1%	0%	?	-21%
2	O=C(O)Cc1coc2cc3c(cc12)CCC3	-3%	-5%	-4%	15%	-8%	4%	3%	-18%	18%
3	CCN(C(=O)CSc1nnc(-c2ccco2)n1Cc1ccccc1)C1CCS(=O)(=O)C1 (centres undefined)	-5%	?	6%	53%[activator]	?	-2%	5%	-7%	-39%
4	O=C(O)COc1ccc(=O)n(-c2ccccc2)n1	-2%	-8%	8%	36%	9%[57.1 µM]	11%	-1%	-2%	4%
5	CCOC(=O)c1sc(=S)n(CC)c1NC(=O)c1ccccc1	-6%	?	-2%	16%	5%[57.1 µM]	3%	1%	-2%	-24%
6	O=C(Nc1ccc(Cl)cn1)c1cccc2c(Br)cccc12	-2%	12%	4%	50%[activator]	41%[activator]	-1%	1%	10%	-21%
7	NC(=O)CN1N=C(c2cc(Cl)sc2Cl)CSC1=O	-4%	0%	0%	41%[activator]	9%[57.1 µM]	3%	3%	-12%	37%
8	C=C1CC2C3CC[C@@]4(OCOC45COCO5)[C@@]3(C)C(O)CC2[C@@]2(C)CCC(=O)C=C12 (some centres undefined)	0%	-9%	-1%	30%	-17%	1%	-6%	0%	11%
9	N#Cc1c(SCC(N)=O)nc2c(c1-c1ccc(O)cc1)CCCC2	-9%	0%[57.4 µM]	2%	6%	5%[57.1 µM]	9%	-1%	-12%	1%
10	Cc1ccc(C)c(OCCn2c(-c3ccc(Cl)cc3)nc3ccccc3c2=O)c1C	i	-8%	-5%	68%[activator]	-19%	1%	5%	1%	-15%
11	O=C(CNC(=O)c1ccccc1F)NCCOc1cccc(Cl)c1Cl	-2%	-1%	/	15%	6%	7%	8%	-8%	10%
12	COc1cccc(C(=O)NCC2(c3ccccc3)CCCC2)c1	-4%	7%	0%	7%	7%[57.1 µM]	52%[activator]	3%	-2%	5%
13	O=C(NC1CCCC1)C1CCC(=O)N1C1CCCCC1 (centres undefined)	i	6%	4%	31%	18%[57.1 µM]	-12%	3%	1%	-5%
14	Cc1cc(NC(=O)COC(=O)CCCOc2ccc(Cl)cc2C)no1	-2%	-1%	13%	72%[activator]	-3%	0%	0%	0%	13%
15	COc1ccc(N2C(=O)C(CC(N)=O)N(NC(=O)CCc3ccccc3)C2=O)cc1 (centres undefined)	-5%	-21%	5%	32%	36%	-7%	-6%	-8%	-3%
16	CCOC(=O)c1c(S(=O)(=O)N2CCC(C(=O)N3CCN(c4ccccc4F)CC3)CC2)c(C)n(C)c1C	-7%	-11%	-1%	-17%	2%[57.1 µM]	4%	-9%	-31%	-15%
17	Cc1cc(=O)oc2c3c(cc(OCC(=O)N[C@@H](CC(C)C)C(=O)O)c12)OC(C)(C)CC3	-10%	3%	8%	21%	10%[57.1 µM]	-8%	-4%	-1%	-11%
18	COCCn1c(SCC(=O)c2ccc(F)cc2)nnc1C(C)C	-4%	-22%	-3%	5%	?	5%	-6%	45µM*	?
19	CC(C)OC(=O)CC(=O)CSc1nc2c(cc1C#N)CCCCC2	-1%	39%[activator]	-2%	114%[activator]	-23%[57.1 µM]	4%	17%	1%	-11%
20	O=S(=O)(c1ccc2c(c1)CCN2)N1CCOCC1	4%	-8%&-28%	-3%	25%	7%	-10%	-5%	-16%	0%
21	Clc1cccc(OCCCn2ccnc2)c1	-3%	?	13%	11%	18%	-1%	-2%	-9%	5%
22	O=C(N/N=C/c1ccc(O)c2ccccc12)c1cccnc1	-13%	0%	14%	-13%	2%[57.1 µM]	13%	10%	-12%	-3%
23	CCC(C)NC(=O)CCn1c(=O)c2cccn2c2ccc(F)cc21 (centres undefined)	-3%	-3%	2%	12%	9%[57.1 µM]	-6%	2%	-12%	-24%
24	CC(C)(C)SCCNS(=O)(=O)c1ccccc1	-11%	-5%	/	1%	26%	-3%	-9%	?	22%
25	Cc1cc(Cl)c(S(=O)(=O)NCC2CCCO2)cc1OCC(=O)NC1CCCCC1 (centres undefined)	-2%	-14%	-2%	19%	-16%	/	?	14%	35%
26	O=C(c1ccc(NS(=O)(=O)c2ccc(F)cc2)cc1)N1CCCCCC1	i	?	10%	-14%	-5%[57.1 µM]	-3%	1%	-29%	8%
27	Cc1ccc(C(=O)NC(C)C2CCCO2)o1 (centres undefined)	-5%	-26%	-3%	21%	16%	-4%	-1%	-12%	10%
28	O=C(CC1SCCNC1=O)Nc1ccc(Cl)cc1 (centres undefined)	-10%	?	10%	44%[activator]	22%[57.1 µM]	-8%	-1%	-6%	-42%
29	CCOC(=O)c1sc(NC(=O)Cc2ccccc2OC)nc1C	-10%	0%	9%	-4%	0%	13%	6%	-11%	-23%
30	C#CCNC(=O)C1=C[C@@H](C)C[C@@H](OCc2ccc(CO)cc2)O1	-3%	-15%	-6%	16%	-20%	1%	-2%	-23%	2%
31	O=C(COC(=O)c1nc(-c2ccccc2)n(-c2cccc(C(F)(F)F)c2)n1)NCc1cccs1	-4%	0%	-6%	14%	-1%	9%	1%	-21%	40%
32	COC(=O)CC1=NN(c2ccccc2)C(=O)C1	-6%	-8%	1%	13%	39%[activator][57.1 µM]	?	-13%	-19%	-2%
33	CN(CCOc1ccc(Cl)cc1)C(=O)CN1C(=O)NC2(CCCCC2)C1=O	8%	-3%	8%	20%	-8%	18%	-3%	-8%	-4%
34	CCOc1ccc(NC(=O)CN2CCc3cc4c(cc3C2)OCCCO4)cc1OCC	-4%	-6%	-2%	-6%	16%[57.1 µM]	-2%	-3%	?	-74%[56.9 µM]
35	COc1ccccc1C(=O)NCCc1csc(-c2ccc(C(F)(F)F)cc2)n1	-1%	-24%	3%	69%[activator][57 µM]	10%[57.1 µM]	8%	-1%	17%	-42%
36	COc1ccc(C)cc1NC(=O)c1cccc(C(=O)Nc2cc(C)ccc2OC)n1	-2%	105%[activator]	13%	14%	4%	-1%	-9%	-16%	7%
37	COc1ccc(OCC(=O)N2CC3(C)CC2CC(C)(C)C3)cc1 (centres undefined)	-8%	22%	2%	27%	-13%	-3%	-10%	-16%	9%
38	COCCCN(CC(=O)O)S(=O)(=O)c1cccc(Cl)c1	2%	-3%	1%	33%	17%[11.4 µM]	-6%	-2%	-6%	-7%
39	CCc1ccc(NC(=O)CN2C(=O)CCSc3ccccc32)cc1	1%	0%	4%	29%	12%	2%	-2%	1%	-18%
40	Cc1cc(C(=O)Nc2ccccc2C(=O)O)c(C)o1	1%	-38%	13%	6%	-11%	34%[activator]	-14%	-23%	17%
41	CN(C(=O)CN1C(=O)S/C(=C\c2ccccc2F)C1=O)C1CCS(=O)(=O)C1 (centres undefined)	4%	12%	14%	47%[activator]	0%	-3%	0%	-8%	4%
42	CCC(C)(C)NC(=O)C(c1ccccn1)N(C(=O)c1csnn1)c1ccc(C)cc1 (centres undefined)	-2%	271%[activator]	-19%	42%[activator]	2%	-2%	-2%	-6%	1%
43	Cc1ccc(C)c(Cn2c(C(C)NC(=O)c3ccccc3)nc3ccccc32)c1 (centres undefined)	-7%	-24%	-1%	17%	-14%	2%	-2%	-20%	-25%
44	CC1CCCCN1CCCNC(=O)Cn1ncc2c3ccccc3n(Cc3ccccc3)c2c1=O (centres undefined)	i	?	-9%	46%	-5%	1%	4%	-7%	-14%

Three structures already listed, sorted by number of heavy atoms, descending.
entry	smiles	Tb PGK inh	ALOX12 inh	ERG-DNA inh	HP1b chromo inh	rTrxR1 inhibitor	GLS inhibitor	Pin1 inh	JMJD2A Tudor inh	RGS4 inhibitor
44	CC1CCCCN1CCCNC(=O)Cn1ncc2c3ccccc3n(Cc3ccccc3)c2c1=O (centres undefined)	i	?	-9%	46%	-5%	1%	4%	-7%	-14%
26	O=C(c1ccc(NS(=O)(=O)c2ccc(F)cc2)cc1)N1CCCCCC1	i	?	10%	-14%	-5%[57.1 µM]	-3%	1%	-29%	8%
30	C#CCNC(=O)C1=C[C@@H](C)C[C@@H](OCc2ccc(CO)cc2)O1	-3%	-15%	-6%	16%	-20%	1%	-2%	-23%	2%
